# High-throughput results from PubChem.
# Platelet DG rel: modulates dense granule release in human platelets; human platelet-rich plasma, SFLLRN dense granule ATP release, luminescence; 0.22% of 300,000 active; inhibition, %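 (compounds screened at 7.5 µM in platelet-rich plasma)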; AID 1663;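 active = mean replicate score, as percent of positive control, at or above 50; inconclusive = mean below 50 but at least one replicate at or above 50; inactive = mean and every replicate below 50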
# HSF1 activator: increases HSF-1 driven luciferase reporter signal | activation, % at 9 µM | 1.7% of 300,000 active | AID 504408 | NIH3T3-HGL HSF-1 luciferase reporter, MG132, 8 h; 100% = twice DMSO control signal;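 active = mean replicate activation of at least 50% with a set share of replicates each reaching 50%; inconclusive = only one of those two conditions met; inactive = mean below 50% and too few replicates reaching it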;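 also: 0% = median of the neutral control wells and 100% = twice that signal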
# KLF5 inhibitor: kruppel-like factor 5 inhibition. DLD-1 KLF5 promoter-luciferase reporter, luminescence. inhibition, % at 5 µM. 0.23% of 290,000 active;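 active = inhibition above a per-plate limit of that plate's mean compound inhibition plus 3 SD, cut at about 60% in these data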;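 also: 0% = DMSO wells and 100% = LY294002 at 200 µM; higher means less KLF5 promoter-driven luciferase light; inactives centre near -14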
# HIF act: HIF pathway transcriptional activation; U2OS HRE-luciferase reporter, luminescence; normalized: DMSO 0%, desferrioxamine 100%; activation, % at 7.5 µM (by protocol); 0.32% of 300,000 active; AID 1910;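 active = mean activation of at least 10% of the iron chelator positive control signal, with at least half of replicates also reaching 10%; inconclusive = mean and replicate majority disagree about reaching 10%; inactive = mean and most replicates under 10%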
# HSP90 inh: HSP90 refolding inhibition in rabbit reticulocyte lysate | luciferase refolding luminescence, 3 h | inhibition, % at 5.6 µM | 0.91% of 290,000 active | AID 1789;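 active = inhibition above the screen-wide mean plus 3 SD, computed separately per campaign, cut at about 16% in these data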;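 also: 0% = DMSO wells and 100% = 60 µM geldanamycin wells; inhibitors lower the luminescence because luciferase stays unfolded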
# IEC-6 cytotox: counter-screen for KLF5 inhibitors: cytotoxicity in IEC-6 cells; IEC-6 cytotoxicity, luminescence viability; inhibition, % at 5 µM; 0.78% of 290,000 active; in the data active = inhibition above about 22%;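 also: 0% = plate median of test compound wells and 100% = cytotoxic reference compound wells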
# AI-2 QS mod: Vibrio harveyi AI-2 quorum sensing modulation; activity change, % at 7.5 µM; 0.4% of 300,000 active; Vibrio harveyi JMH597 AI-2 luminescence/OD600 ratio, 9 h; hits give low values; strain lacks LuxN and CqsS sensors; 0 = neutral-control median; AID 2094; in the data active = activity change below about -75%, passing the limit was not always enough; inconclusive = no clear call, values can overlap the other calls;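 also: luminescence divided by OD600 gain over 9 h not by final OD600 alone; inactives centre near 13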
# aSyn UTR inh: 5' untranslated region of α-synuclein, MLPCN primary screen. alpha-synuclein 5'UTR reporter, inhibitor activity. AID 1813. inhibition, % (tested at 7.5 µM). 0.82% of 300,000 active; in the data active = inhibition above about 60%; inconclusive = no clear call, values can overlap the other calls;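 also: H4 neuroglioblastoma cells stably carrying SNCA 5'UTR luciferase fusion; 0% = DMSO wells and 100% = positive control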
# SKKanGAS inh: blocks kanamycin growth of S. pyogenes SKKanGAS strain. AID 1662. inhibition, % at 7.5 µM. BacTiter-Glo, 6 h. 1.3% of 300,000 active;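 active = mean replicate score, as percent of positive control median, at least 50; inconclusive = mean below 50 but one replicate at or above 50; inactive = mean and every replicate below 50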;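 also: strain carries kanamycin resistance gene driven by streptokinase promoter and grows in 40 µg/ml kanamycin; loss of luminescence reflects streptokinase promoter inhibition or plain growth inhibition; 0% = median of DMSO wells and 100% = positive control at its reference dose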
# HSF1 inh: HSF1 inhibition. AID 2098. NIH3T3-HGL HSE-luciferase, MG132-induced, luminescence 8 h; hits give low values. activity change, negative = inhibition, % at 7.5 µM (by protocol). 0.77% of 300,000 active;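 active = more than half of replicate wells show activity change below -50%, luminescence cut by over half; inconclusive = some wells, but at most half, below -50%; inactive = no replicate well below -50%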;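 also: luciferase reports HSF-1 transcriptional activity via heat shock element; 0% = median of DMSO wells and -100% = zero luminescence signal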
# Starred values were filed as active, the others as inactive; u = inconclusive; x = no result given.
SMILES,Platelet DG rel,HSF1 activator,KLF5 inhibitor,HIF act,HSP90 inh,IEC-6 cytotox,AI-2 QS mod,aSyn UTR inh,SKKanGAS inh,HSF1 inh
Cc1cc(C)c(NC(=O)CSc2nc3ccc(NC(=O)CSc4nnnn4Cc4ccccc4)cc3s2)c(C)c1,4.5,-9.2,10.3,-0.4,8.2,-3.6,23.2,23.4,10.0,3.3
CC(=O)c1ccc(Cc2cnc(N)s2)cc1,x,x,-5.6,x,1.2,-7.7,13.2,x,x,x
C#CNC(=O)C1(CC=C)CCNCC1,-1.9,-15.1,x,-0.7,x,x,18.4,-9.1,-1.9,2.6
Nc1c(C(=O)c2ccccc2)sc2nsc(SCCN3CCOCC3)c12,12.7,59.7*,-37.3,3.3,-2.0,-2.1,8.1,-157.1,9.8,23.6
CSc1nnc(Cn2c(=O)sc3ccccc32)n1-c1ccccc1,12.3,29.8,3.3,-0.3,1.7,-0.2,13.4,-11.5,-0.9,7.8
O=C(c1ccccc1F)N1CCN(c2ccc([N+](=O)[O-])c3ncccc23)CC1,-1.7,-6.1,-2.6,-0.5,5.6,9.2,2.7,30.4,0.0,-2.1
Cc1oc(-c2ccc(Cl)cc2)nc1CS(=O)CC(=O)NC1CCCCCC1 (configuration not stated),4.2,-1.5,-38.1,-0.4,1.7,-5.0,13.2,-3.2,-0.5,-4.4
COc1ccc(/C=C/C(=O)NC(=S)Nc2ccc(S(=O)(=O)Nc3cc(C)on3)cc2)cc1,-15.5,29.8,-7.6,-0.7,-1.1,-3.2,9.0,22.2,18.9,4.1
Cc1nc(CNS(=O)(=O)c2ccc3c(c2)CCCC3)cs1,1.7,-18.7,-34.0,0.2,-2.8,5.9,20.6,32.4,-4.9,-5.6
O=C(Nc1ccccc1)c1ccc(-c2ccccc2Cl)o1,-2.8,28.0,-12.6,3.3,-0.5,-4.2,15.0,-178.1,4.0,20.3
CCOP(=O)(NC(c1ccccc1)c1nc2ccccc2[nH]c1=O)OCC (configuration not stated),-3.2,-0.9,-22.3,0.3,-0.4,0.0,20.9,-3.9,-1.0,-4.9
COc1ccccc1NC(=O)NCCC1=CCCCC1,3.5,2.4,-25.6,0.2,-2.0,-3.7,18.3,-9.3,6.7,2.8
Cc1cccc(CNC(=O)C2CCC(=O)N(Cc3ccccc3F)C2)n1 (configuration not stated),19.0,-11.2,1.3,-0.1,2.1,5.5,8.1,-6.8,-3.7,-5.5
Cc1c(OCC(=O)NCC2CCC(C(=O)O)CC2)ccc2c3c(c(=O)oc12)CCC3 (configuration not stated),3.9,-10.3,-19.4,-0.3,-3.8,-0.9,19.9,1.7,12.6,-7.3
CS(=O)(=O)N1CCc2cc(S(=O)(=O)N3CCCCC3)ccc21,-9.9,13.9,-30.7,0.0,1.3,0.9,14.8,1.4,-12.4,0.1
NC(=O)C1CCN(C(=O)CC2(CC(=O)O)CCCCC2)CC1,-10.8,8.1,-14.1,0.0,-2.2,-2.5,6.6,-3.1,-2.3,-8.6
CC1(C)Cc2ccccc2C(/C(C#N)=N/O)=N1,-0.8,9.7,-19.1,-0.2,1.7,0.7,13.0,5.0,-3.7,-1.6
COc1ccc(-n2c(Cc3cccn3C)nnc2SCC(=O)Nc2cccc(Cl)c2)cc1,9.7,-1.4,-4.5,-0.4,-2.9,-0.2,1.6,19.0,10.0,5.9
O=C(Nc1ccccc1C(=O)NCc1ccco1)c1ccccc1,12.8,10.9,-11.9,0.3,-0.6,1.0,14.7,24.1,0.5,6.2
COc1ccccc1-c1cc(C(F)(F)F)nc(N2CCN(c3ccc(F)cc3)CC2)n1,0.3,3.3,-28.9,0.1,-0.8,-2.0,0.6,14.2,9.5,-3.1
CCc1ccc2oc(-c3cccc(NC(=O)c4cccnc4)c3)nc2c1,-21.3,17.8,-56.9,2.2,-1.7,-3.0,14.5,-166.8,22.2,26.7
Cc1cccc(NC(=O)Cn2c(=O)n(CCc3c[nH]c4ccccc34)c(=O)c3cccnc32)c1,-13.1,5.2,-9.1,0.3,-0.9,-1.0,9.9,7.3,11.9,9.1
CC(C)CN1CCN(Cc2cccn2-c2ccc(Cl)cn2)CC1CCO (configuration not stated),-3.3,1.5,-17.4,-0.2,-0.7,0.0,18.1,4.2,0.8,-1.5
Cc1ccccc1N1CCN(Cc2c[nH]c3ccccc23)CC1,-4.1,-11.4,-19.3,x,-2.5,1.7,-10.0,37.3,-5.7,-6.3
c1ccc(CNc2nc3ccccc3n3cnnc23)nc1,-26.2,0.4,-35.2,0.3,-3.6,-10.2,18.7,-5.0,-10.0,6.8
Clc1ccc(OCc2nc(-c3ccc(Br)o3)no2)cc1,9.3,9.1,-29.7,0.0,-4.5,-2.4,-6.9,0.6,0.8,11.5
O=C(O)c1ccc(/C=C/c2ccc3cccc(O)c3n2)cc1,40.2,22.9,-93.7,2.8,3.4,8.5,44.4,-187.7,2.8,22.0
Cc1cc(-c2ccc(C)c(S(=O)(=O)NCc3ccc(Br)cc3)c2)on1,3.3,-21.3,-28.0,0.8,-2.9,-8.2,12.4,-35.1,-7.7,-11.5
O=C(Nc1cc2c(cc1Br)OCCO2)c1cccnc1,-2.1,-29.7,-16.2,0.1,3.3,7.0,12.7,-38.9,-0.6,-9.0
CC1=NN(C(N)=S)C(=O)C1N=Nc1ccc(C)cc1C (configuration not stated),-20.9,u,-24.2,1.9,2.9,5.8,4.6,-102.5,4.2,24.7
CCOc1ccc(CCNC(=O)COC(=O)c2nn(C)c(=O)c3ccccc23)cc1OCC,-2.7,14.6,x,-0.7,x,x,33.9,6.0,7.4,-3.7
CCN(CCCNC(=O)CNC(=O)Cn1cnc2ccccc2c1=O)c1cccc(C)c1,0.0,9.3,-8.0,-0.6,5.4,10.6,22.0,20.3,-9.1,-3.0
CCOc1ccc(N(CC(=O)NCC2CCCO2)C(=O)CCC(=O)Nc2ccccn2)cc1 (configuration not stated),1.4,4.8,-18.4,-0.3,-2.0,4.1,38.7,15.5,0.9,-6.3
CCN(CC)CCSc1nc(O)c(C(C)C)c(=O)[nH]1,-2.0,2.0,-8.4,-0.7,3.2,5.5,6.2,-8.3,-5.0,2.2
Cc1ccc(-c2cccc(C(=O)NCCc3ccccc3)n2)c2ccccc12,-2.2,-29.1,-14.7,1.0,3.4,1.8,-8.1,-38.5,14.2,-12.5
CC(C(=O)c1ccccc1)n1c(N2CCOCC2)nc2c1c(=O)n(C)c(=O)n2C (configuration not stated),11.7,-4.1,-14.3,-0.6,4.2,-7.2,4.4,1.6,0.2,4.6
Cc1nc(CS(=O)(=O)c2ccccc2)cc(N2CCOCC2)n1,-41.7,3.6,-34.1,0.1,-2.8,1.2,21.1,-34.7,3.5,2.6
Cc1sc2ncnc(N3CCC(C(=O)Nc4cc(S(C)(=O)=O)ccc4Cl)CC3)c2c1C,-1.9,-11.9,x,2.0,x,x,20.5,23.0,x,-2.6
Cc1ccc(OCC(=O)NCCCNC(=O)c2ccncc2)cc1C,-5.5,-4.4,3.2,-0.1,3.7,4.7,16.9,6.0,-17.5,1.1
CCOC(=O)C1C(C(=O)NN)C1C(=O)Nc1ccccc1 (configuration not stated),-1.2,-8.0,-3.9,0.2,1.4,1.6,13.9,-2.4,7.2,-6.9
C/C(=N\NC(=O)c1ccoc1C)c1cccc2ccccc12,-1.0,57.3*,-57.2,1.4,2.5,5.6,-3.9,2.6,1.0,31.0
Cc1nc2c(-c3ccc(Cl)cc3)cnn2c(N)c1-c1ccc(F)cc1,5.9,-76.8,-53.1,0.0,68.9*,0.8,0.1,-54.7,14.3,-74.4*
CC(=O)c1ccc(NC(=S)NNC(=O)NC2CCCCC2)cc1,-2.0,-15.8,-62.6,2.6,-1.0,-10.7,7.1,-37.9,-3.9,-3.8
CCCCn1c(N)c(N(CCOC)C(=O)c2cc(-c3ccc(OC)cc3)nc3ccccc23)c(=O)[nH]c1=O,-2.1,29.2,x,0.1,x,x,7.7,12.0,0.4,6.0
CCCN(CCC)CCCNC(=O)c1cn(CC)c2ccc(S(=O)(=O)N3CCc4ccccc4C3)cc2c1=O,0.3,3.5,13.4,3.9,3.4,5.3,9.9,-9.0,-0.8,-11.4
NC(=O)CSc1nnc(-c2cccs2)n1-c1ccccc1,-0.1,-7.5,-6.6,-0.2,-1.2,0.2,21.8,4.1,3.8,0.1
CCOC(=O)CSc1nc2sc3c(c2c(=O)n1C1CCCCC1)CCN(C)C3,2.8,-11.3,-39.0,0.4,4.0,2.1,0.0,8.7,7.9,-3.7
Cc1ccc(NCc2nnc(SCC(=O)N3CCc4ccccc43)n2C)cc1,4.4,-11.2,11.8,-0.3,0.4,0.6,8.4,0.2,-2.5,-4.0
CC1(OC(=O)C2CCCC2)C(=O)C=C2C=C(c3ccsc3)N(CC3CC3)C=C2C1=O (configuration not stated),-0.1,-3.2,x,0.6,x,x,38.7,10.0,3.5,-6.1
NC(=O)c1ccc(NC(=O)COC(=O)C2CC(=O)N(Cc3ccccc3)C2)cc1 (configuration not stated),4.1,-0.3,-11.7,0.0,-1.4,-1.5,8.9,23.6,0.2,-7.6

# Next section.
SMILES,Platelet DG rel,HSF1 activator,KLF5 inhibitor,HIF act,HSP90 inh,IEC-6 cytotox,AI-2 QS mod,aSyn UTR inh,SKKanGAS inh,HSF1 inh
Cc1nccn1-c1c([N+](=O)[O-])c(=O)n(C)c2ccccc12,-20.4,5.9,-6.3,-0.3,3.6,4.3,17.0,9.1,5.2,4.7
CSCCC(NC(=O)COc1ccccc1)C(=O)NCCOc1ccc(C)cc1 (configuration not stated),-1.5,1.0,-19.7,-0.8,-5.5,0.3,13.2,-4.5,-5.1,-6.6
O=c1c2c(-c3cccs3)csc2[nH]c(=S)n1-c1ccccc1,3.5,-17.2,-10.3,0.1,-1.0,-6.7,25.3,5.9,4.5,2.7
COc1ccc(Cc2c[nH]c(=O)[nH]c2=O)cc1,-0.2,-12.0,-31.3,0.0,-5.5,-6.0,3.5,-0.2,-0.1,-1.7
O=c1cc(O)sc2ccccc12,-0.8,4.6,-18.0,0.7,-5.1,2.5,53.7,2.2,5.0,-2.2
CC(C)OP(=O)(Nc1cccc2ccccc12)OC(C)C,-4.2,-1.2,17.6,-0.1,2.8,-3.0,2.3,-34.2,3.5,4.1
COc1ccc(S(=O)(=O)/C(C#N)=C/Nc2cccc(F)c2)cc1,-2.4,3.1,-7.5,0.1,-2.8,2.1,11.7,-5.2,-4.9,-5.4

# 3 structures from above, arranged by formula weight, high to low:
SMILES,Platelet DG rel,HSF1 activator,KLF5 inhibitor,HIF act,HSP90 inh,IEC-6 cytotox,AI-2 QS mod,aSyn UTR inh,SKKanGAS inh,HSF1 inh
CSCCC(NC(=O)COc1ccccc1)C(=O)NCCOc1ccc(C)cc1 (configuration not stated),-1.5,1.0,-19.7,-0.8,-5.5,0.3,13.2,-4.5,-5.1,-6.6
COc1ccc(S(=O)(=O)/C(C#N)=C/Nc2cccc(F)c2)cc1,-2.4,3.1,-7.5,0.1,-2.8,2.1,11.7,-5.2,-4.9,-5.4
Cc1nccn1-c1c([N+](=O)[O-])c(=O)n(C)c2ccccc12,-20.4,5.9,-6.3,-0.3,3.6,4.3,17.0,9.1,5.2,4.7
